Assay outcomes as filed in PubChem.
Thrombin inh = human alpha-thrombin inhibitors, primary screen, counter-screen for coagulation protease inhibitor project, biochemical, 1536-well, fluorogenic AMC substrate; Boc-VPR-AMC fluorogenic substrate cleavage; inhibition, % at 5 µM; hit rate 0.26% among 220,000;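 active means inhibition at or above 40%; inactive means inhibition below 40%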;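 further: 0% = enzyme with no compound and 100% = wells without enzyme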
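System – human alpha-thrombin · Medium – pH 7.5 Tris (50 mM) with NaCl 150 mM, Tween 20 0.05% · Compound – single-point dosing at 5 µM, 0.2% DMSO · Incubation – enzyme reaction carried out at room temperature · Technique – fluorescence of released AMC, ex 355 nm, em 460 nm · Read-out basis – % inhibition of thrombin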
Furin inh = human furin inhibitors, primary screen, biochemical, fluorescence intensity | P09958 | purified furin, fluorogenic substrate cleavage | inhibition, % at 30 µM | hit rate 0.061% among 220,000 | AID 463115, 2010; in the data active means inhibition above about 25%; further: inactives centre near -15
Target sequence (P09958 108-714 limits assumed): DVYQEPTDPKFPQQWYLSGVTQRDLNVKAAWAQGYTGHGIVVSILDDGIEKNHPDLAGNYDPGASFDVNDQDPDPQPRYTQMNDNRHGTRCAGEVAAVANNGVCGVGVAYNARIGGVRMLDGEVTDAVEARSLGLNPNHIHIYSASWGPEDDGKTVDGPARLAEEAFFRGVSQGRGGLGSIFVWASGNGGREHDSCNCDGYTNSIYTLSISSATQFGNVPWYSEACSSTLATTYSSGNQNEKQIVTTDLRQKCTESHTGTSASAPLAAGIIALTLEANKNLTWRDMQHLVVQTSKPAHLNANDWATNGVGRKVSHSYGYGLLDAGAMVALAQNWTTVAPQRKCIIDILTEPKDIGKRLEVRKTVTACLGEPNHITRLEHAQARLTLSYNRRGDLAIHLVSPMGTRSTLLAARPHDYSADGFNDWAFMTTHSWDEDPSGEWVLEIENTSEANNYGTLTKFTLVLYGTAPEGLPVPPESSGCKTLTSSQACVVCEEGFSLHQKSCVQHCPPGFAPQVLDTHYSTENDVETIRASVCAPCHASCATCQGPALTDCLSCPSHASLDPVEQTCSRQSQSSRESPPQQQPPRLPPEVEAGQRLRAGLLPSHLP
FXIIa inh 1536 = human FXIIa protease inhibitors, primary screen, biochemical, 1536-well. Coagulation factor XII (Homo sapiens), P00748. purified FXIIa, Boc-QGR-AMC fluorogenic substrate, 2 h. inhibition, % at 5 µM. hit rate 0.3% among 220,000; in the data active means inhibition above about 40%;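 further: 0% = enzyme with no compound and 100% = blank without enzyme; many of its hits are not listed in these tables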
PERK inh = block of dimerizer-induced PERK translation repression, primary screen, PERK inhibitor project, CHO PERK-DD cells, SEAP luminescence, HTS | Eukaryotic translation initiation factor 2-alpha kinase 3 (Homo sapiens), Q9NZJ5 | CHO PERK-DD fusion, SEAP luminescence translation reporter | inhibition, % at 5.6 µM | hit rate 0.17% among 220,000;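 active means inhibition above the mean inhibition of all tested compounds plus 3 SD, set separately per screening campaign, cut at about 2.9% in these data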;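 further: PERK kinase domain activated by AP20187 dimerizer at 100 nM; 0% = DMSO with dimerizer and 100% = rapamycin at 8.4 µM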
FXIa inh 1536 = human FXIa protease inhibitors, primary screen, biochemical, 1536-well; Coagulation factor XI (Homo sapiens), P03951; purified FXIa, Boc-Glu-Ala-Arg-AMC fluorogenic substrate; inhibition, % at 5 µM; hit rate 0.14% among 220,000;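 active means inhibition of at least 40%; inactive means inhibition below 40%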;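 further: fluorescence of freed AMC excited at 355 nm; 0% = enzyme without compound and 100% = no enzyme blank; many of its hits are not listed in these tables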
m-calpain inh = inhibitors of pig calpain II, primary screen, biochemical, fluorogenic peptide substrate, 1536-well; purified calpain II, 30 min; inhibition, % at 16 µM; hit rate 0.37% among 220,000; AID 1236, 2008;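 active means inhibition above about 50%, limit read from the data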
Cl transport mod = KCC2 cotransporter modulators, thallium flux, primary screen, cell-based, HEK293 KCC2, FluoZin-2 fluorescence, MLSMR; Solute carrier family 12 member 5 (Homo sapiens), Q9H2X9; KCC2 cells, thallium flux FluoZin-2 fluorescence; B-score of Tl+ flux slope (higher = more flux/activation; lower = inhibition) at 10 µM; hit rate 2.2% among 190,000; AID 1456, 2008;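 active means thallium flux slope and its plate-corrected score both differing from the plate sample mean at a set confidence after two filtering rounds, in either direction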;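 further: slope of fluorescence scaled to starting intensity during 10 to 20 s after thallium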
Rad51 HR inh = human RAD51 strand exchange inhibitors, primary screen, biochemical, fluorescence; DNA repair protein RAD51 homolog 1 (Homo sapiens), Q06609; hRad51 DNA strand exchange, fluorescence dequenching; inhibition, % at 10 µM; hit rate 0.085% among 200,000;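 active means inhibition above 40% at the single screening dose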;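 further: 0% = DMSO control wells and 100% = blanks with heterologous ssDNA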
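Read-out basis: percent inhibition relative to plate controls and blanks / Assay system: human Rad51 nucleoprotein filaments preassembled on unlabelled ssDNA / Timing: filaments 15 min 37 °C, then compound 30 min / Control set: per-plate controls and blanks / Technique: fluorescence dequenching at 485/520 nm / Compound: 10 µM final, single point / Also added: Fluorescein- and BHQ1-tagged 47-mer duplex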
hK5 inh = human KLK5 protease inhibitors, primary screen, biochemical, 1536-well; inhibition, % at 5 µM; hit rate 0.59% among 210,000; Kallikrein-5 (Homo sapiens), Q9Y337; recombinant hK5, fluorogenic AMC substrate cleavage;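 active means inhibition of 40% or more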;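 further: 0% = enzyme controls without compound and 100% = no-enzyme blanks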
Target sequence (Q9Y337 67-293 limits assumed): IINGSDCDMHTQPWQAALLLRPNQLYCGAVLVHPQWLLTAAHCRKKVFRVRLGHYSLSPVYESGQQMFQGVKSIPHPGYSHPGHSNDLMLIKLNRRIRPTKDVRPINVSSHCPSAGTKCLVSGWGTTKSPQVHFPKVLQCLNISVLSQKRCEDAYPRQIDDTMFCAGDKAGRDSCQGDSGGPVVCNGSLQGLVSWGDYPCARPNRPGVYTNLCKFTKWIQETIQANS
An asterisk follows results filed as active; · = no result given; [ ] = dose if it differs, or a comment. These rows are one share of the data, so the mix of outcomes need not match the whole.

Value order: Thrombin inh, Furin inh, FXIIa inh 1536, PERK inh, FXIa inh 1536, m-calpain inh, Cl transport mod, Rad51 HR inh, hK5 inh
CC(C)[C@H](NC(=O)c1ccccc1)C(=O)OCC(=O)Nc1ccc(Cl)cc1C(F)(F)F
  -12, -17, 11, -0.3, 0, 8, -2.6, 4, -3
Cc1cc(O)ccc1NC1=CC(=O)CC(C)(C)C1
  -5, 3, -1, -0.6, -10, 24, 0.99, ·, -4
Cc1nnc(SCC(=O)N(Cc2ccccc2)C(C)(C)C)[nH]c1=O
  ·, -3, 13, 0.0, 9, 39, -0.67, -5, 4
O=C(c1ccc(-n2cccn2)cc1)N1CCc2ccccc2C1
  -4, -20, 3, 0.1, 0, -10, -0.49, 8, -1
CC(C)Cc1cc(CN2CCC(CO)(Cc3cccc(C(F)(F)F)c3)CC2)[nH]n1
  -3, -29, 8, 0.3, -3, -43, -0.054, 7, 0
O=C(NC(C(=O)N1CCCC1C(=O)O)=C1CCCCC1)c1ccccc1 (stereo not drawn)
  -6, -2, 1, -0.2, -2, 1, 1.5, -2, -10
O=C(COC(=O)c1cccs1)Nc1cc(S(=O)(=O)N2CCOCC2)ccc1Cl
  31, -6, 1, 1.5, -5, 11, -0.11, 10, 0
Cc1ccc(OCC(=O)NNC(=O)CSc2nnc(-c3ccc(C)cc3)n2C)cc1
  1, -25, 7, 1.1, -2, -1, -0.12, 3, -30
COc1ccc(C(=O)c2coc(-c3ccccc3C(=O)O)c2C(=O)O)cc1
  -6, -20, 11, 0.9, -3, -13, 0.35, -12, -15
CCOC(=O)C1CCN(Cc2ccc(F)c(Br)c2)CC1
  -1, -8, 18, 1.7, 18, -1, -1.7, 1, -34
CCCc1nc(N2CCCC2)c(C#N)c2c1CCCC2
  -4, 1[20 µM], 6, -0.2, 3, -6, ·, -2, 11
COc1cc(C(=O)Nc2ccc(C#N)cc2)c([N+](=O)[O-])cc1OC
  -4, 1, 10, 0.9, 10, 34, 0.26, ·, ·
COCCn1c(SCC(=O)c2c(N)n(C)c(=O)n(C)c2=O)nc2ccccc21
  -4, -30, -1, 0.2, 1, 9, 0.63, 3, -2
COc1cc(C2c3c(oc4ccccc4c3=O)C(=O)N2Cc2ccncc2)ccc1O (stereo not drawn)
  3, -2, 4, -1.0, 5, 28, 0.96, 0, -12
CC(CN1CCOCC1)OC(=O)c1ccc(Br)cc1 (stereo not drawn)
  3, -31, 12, 0.1, 2, 5, ·, 8, -168
O=C(Nc1ccccc1)C1=C[C@@H](c2coc3ccccc3c2=O)C[C@@H](OCCCCO)O1
  -2, -34, 7, 0.1, 1, 8, -1.2, -1, 1
CCNC(=O)c1c(O)c2cccc3c2n(c1=O)CC3
  2, -14, 26, -0.4, 7, -36, -0.028, -8, -6
O=C(Nc1ccc(N2CCOCC2)cc1)C1CC(=O)N(c2ccc(F)cc2)C1 (stereo not drawn)
  -9, -26, 6, 0.4, -4, -27, 0.67, 8, -3
CCCSc1nc2ccsc2c(=O)n1CC
  -10, -17, 2, 1.4, -3, 11, -0.69, -5, -4
c1coc(CNc2c3c(nc4ccccc24)CCC3)c1
  -3, -14, -8, -1.2, -1, -56, 7.3*, -23, 0
COc1ccc(N2C(=O)CS/C2=N\C(=S)Nc2ccccc2)cc1
  -5, -25, 4, 0.7, -11, -3, 0.61, 2, 15
Cc1cc(C)c2ccc(/C=N/O)nc2c1O
  -1, -15, 12, 1.2, 0, -21, 0.038, 7, -10
CCc1ccc(C(=O)NCc2ccc(Cl)cc2)cc1
  -1, -7, 3, 0.4, 2, 17, -0.26, 12, -2
COc1ccc(Nc2nc(N/N=C/c3ccc(N(C)C)cc3)nc(C)c2[N+](=O)[O-])cc1
  0, -14, 10, 0.7, 9, -2, 0.38, 3, 0
COc1ccc(/C=C/C(=O)Nc2ccc(NC(C)=O)cc2)cc1S(=O)(=O)N1CCOCC1
  -1, -15, 8, 1.4, 1, -17, 0.75, 2, 0
CCOc1ccc(NC(=O)c2cccc(OC(=S)N3CCOCC3)c2)cc1
  -11, -24, 6, -0.7, -6, -16, 0.17, 5, -3
CCn1nnnc1NC(=O)c1cc(OC)c(OC)c(OC)c1
  -4, 1, 4, 0.3, -2, -13, -0.71, 0, 0
O=C(NC1CCCCC1)C(c1ccccc1)N1CCC2(CC1)OCCO2 (stereo not drawn)
  -11, -9, 2, -0.1, 15, 3, -0.36, 1, -11
COc1ccc(NC(=O)c2ccco2)cc1NC(=O)c1cccc(OC(C)C)c1
  -4, -6, 7, -1.6, -24, 3, ·, -5, 5
O=C(CSc1ccc2ccccc2n1)Nc1nsc(-c2ccc(Cl)cc2)n1
  -6, -11, 8, 0.5, 2, -37, 1.7, 2, 0
CC(C)(C)NCc1ccccc1OCc1cccs1
  -10, -14[20 µM], 17, -0.3, -1, -8, 0.32, -2, -6
O=C(CNS(=O)(=O)c1ccccc1)Nc1cccc([N+](=O)[O-])c1
  6, -21, 10, 1.2, 1, -11, -0.13, 11, 0
CC(=O)NC1C(Oc2ccc3c(C)cc(=O)oc3c2)OC(COC(C)=O)C(OC(C)=O)C1OC(C)=O (stereo not drawn)
  -1, -14, 4, 1.0, -2, -23, 1.4, ·, -2
O=C(NC1CCCCC1)C1CCN(S(=O)(=O)c2cccc3cccnc23)CC1
  0, -20, 14, -0.1, 5, -8, -0.81, -5, -9
O=S(=O)(c1ccc(-c2csc(Nc3ccc(Br)cc3)n2)cc1)N1CCCC1
  -3, -21, 14, -0.5, 6, -15, 1, 18, -13
CSc1nnc(-c2sccc2-n2cccc2)o1
  -11, -29, 5, 1.4, -4, 0, -0.082, 0, 5
O=C(Nc1ccccc1)Nc1nnc(-c2ccccc2)s1
  -2, -25, 4, 1.9, -6, 6, 0.24, 19, -9
O=C(c1ccc(C(F)(F)F)cc1)C1CCCN(C(=O)CN2C(=O)CSC2=O)C1 (stereo not drawn)
  -4, -26, 6, 0.9, 0, -1, 2.6, ·, 18
Cc1cccc(S(=O)(=O)c2c(N)n(/N=C/c3cccnc3)c3nc4ccccc4nc23)c1
  -3, -20, 2, -0.4, -5, -48, 0.45, -5, 14
C(=N\N1CCN(Cc2ccccc2)CC1)/c1cccnc1
  1, -7, 24, 0.6, 18, 3, 0.85, ·, -5

Next section, overlapping the part above by 6 compounds.
Structure,Thrombin inh,Furin inh,FXIIa inh 1536,PERK inh,FXIa inh 1536,m-calpain inh,Cl transport mod,Rad51 HR inh,hK5 inh
O=S(=O)(c1ccc(-c2csc(Nc3ccc(Br)cc3)n2)cc1)N1CCCC1,-3,-21,14,-0.5,6,-15,1,18,-13
CSc1nnc(-c2sccc2-n2cccc2)o1,-11,-29,5,1.4,-4,0,-0.082,0,5
O=C(Nc1ccccc1)Nc1nnc(-c2ccccc2)s1,-2,-25,4,1.9,-6,6,0.24,19,-9
O=C(c1ccc(C(F)(F)F)cc1)C1CCCN(C(=O)CN2C(=O)CSC2=O)C1 (stereo not drawn),-4,-26,6,0.9,0,-1,2.6,·,18
Cc1cccc(S(=O)(=O)c2c(N)n(/N=C/c3cccnc3)c3nc4ccccc4nc23)c1,-3,-20,2,-0.4,-5,-48,0.45,-5,14
C(=N\N1CCN(Cc2ccccc2)CC1)/c1cccnc1,1,-7,24,0.6,18,3,0.85,·,-5
O=C(CSc1nc2ccccc2[nH]1)NCc1ccco1,3,-30,12,-0.1,3,-13,0.16,-1,-2
CCOC(=O)c1[nH]c(COC(=O)c2ccccc2NC(=O)c2ccco2)c(C(=O)OCC)c1C,-5,-26[20 µM],0,-1.2,-4,-43,0.074,-3,-13
c1ccc(C(c2nnnn2Cc2ccco2)N2CCN(C3CCCC3)CC2)cc1 (stereo not drawn),1,-16,15,0.5,4,1,-1.4,-3,6
C=CCn1c(SCC(=O)Nc2cc3oc4ccccc4c3cc2OC)nnc1-c1cnccn1,-2,1,2,-1.1,-3,-112,-0.6,-2,-2
O=S(=O)(Cc1ccccc1)N1CCCCCC1,-3,-6[20 µM],4,0.8,-2,7,·,4,-10
Cn1c(NCc2ccccc2)nc2c1c(=O)n(Cc1ccc(Br)cc1)c(=O)n2C,1,-21,9,0.4,0,78*,·,-2,1
Cc1cc(N2C(=O)C3CC=CCC3C2=O)cc(C)c1Br (stereo not drawn),-6,-15[20 µM],3,-0.4,-6,25,-0.48,-7,7
O=C(Nc1ccccc1)c1cccc(=O)o1,-1,-12,8,1.5,3,6,-0.024,17,1
O=C(NC(Nc1nc2ccc([N+](=O)[O-])cc2s1)(C(F)(F)F)C(F)(F)F)c1ccccc1,0,-3[20 µM],14,-2.7,0,33,19*,2,-5
